Source: PubChem BioAssay (several laboratories)
CDK5 inh: inhibitors of human CDK5/p35 kinase; inhibition, % at 10 µM; 330,000 tested, 0.01% active; Recombinant CDK5/p35, ADP-Glo luminescence, 60 min; Q00535+Q15078; AID 488839;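 active = highest replicate inhibition of at least 50% and at least 75% of replicates reaching 50%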;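 note: plate controls were DMSO neutral control for no effect and GW8510 at 10 µM for full effect; many of its hits are not listed in these tables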
dFosB activator: mouse delta FosB homodimer activation | P13346 | purified delta FosB, TAMRA-CDK5 oligo fluorescence polarization; percent of positive-control signal above neutral wells | activation, % at 25 µM | 340,000 tested, 0.99% active | AID 493131;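 active = mean activation above about 17%, with every replicate also reaching it, limit read from the data, passing the limit was not always enough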;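 note: fluorescence polarization rise as delta FosB binds a TAMRA Cdk5 AP-1 oligo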
Target sequence (P13346 whole entry, looked up): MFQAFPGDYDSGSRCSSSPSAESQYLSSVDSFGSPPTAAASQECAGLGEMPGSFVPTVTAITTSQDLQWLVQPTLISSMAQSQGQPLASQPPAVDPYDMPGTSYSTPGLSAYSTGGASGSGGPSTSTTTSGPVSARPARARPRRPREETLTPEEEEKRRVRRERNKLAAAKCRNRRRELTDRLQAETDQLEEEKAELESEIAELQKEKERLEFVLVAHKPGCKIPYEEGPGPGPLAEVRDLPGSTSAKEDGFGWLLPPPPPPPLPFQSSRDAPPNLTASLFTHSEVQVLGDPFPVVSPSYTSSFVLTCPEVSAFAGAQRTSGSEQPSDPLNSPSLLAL
cardiac RTF act: increases calcium sensitivity of human cardiac regulated thin filaments. activation, % at 7.2 µM. 340,000 tested, 0.24% active. P19429+P45379. IANBD-labeled TnC RTF fluorescence at EC20 calcium; 0% EC20 calcium, 100% full calcium. AID 493008;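 active = activation above the mean over all tested compounds plus 3 SD, cut at about 30% in these data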;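 note: rise in fluorescence read as greater calcium sensitivity of cardiac thin filaments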
MITF TRPM1 HTS: increases MITF-driven TRPM1 promoter luciferase signal. SK-MEL-5 TRPM1-promoter luciferase, 24 h; % of positive control, neutral wells = 0. activation, % at 12.5 µM. 300,000 tested, 0.75% active;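 active = mean activation of at least 80% with every replicate also reaching 80%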;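 note: 0% = neutral control wells and 100% = parthenolide positive control wells; values of inactives mirror those of a sister screen read the other way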
HTR5A ag: HTR5A agonism, opioid heterodimer counter-screen | P47898 | HTR5A agonist assay, luminescence, cell-based | activation, % at 9.3 µM | 340,000 tested, 0.61% active | AID 504692; in the data active = activation mostly above about 9.5%, no sharp cut-off; inactive = mostly below about 7.6%;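 note: 0% = cells with vehicle only and 100% = reference agonist; strong numbers were not always called active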
Target sequence (P47898 whole entry, looked up): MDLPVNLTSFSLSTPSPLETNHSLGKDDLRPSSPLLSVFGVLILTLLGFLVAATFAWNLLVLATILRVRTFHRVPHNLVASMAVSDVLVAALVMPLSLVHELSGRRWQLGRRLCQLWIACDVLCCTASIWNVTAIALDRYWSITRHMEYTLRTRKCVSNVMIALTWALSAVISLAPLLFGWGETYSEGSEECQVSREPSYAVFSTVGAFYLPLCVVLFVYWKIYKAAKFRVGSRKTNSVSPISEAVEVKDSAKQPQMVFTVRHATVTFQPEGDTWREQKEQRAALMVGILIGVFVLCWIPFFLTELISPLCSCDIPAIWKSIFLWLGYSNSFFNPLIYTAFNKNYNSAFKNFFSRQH
SR-BI DiI inh: inhibitors of mouse SR-BI mediated HDL lipid uptake; AID 488896; Q61009; ldlA[mSR-BI] CHO cells, DiI-HDL uptake fluorescence, 3 h; 320,000 tested, 0.96% active; inhibition, % at 12.5 µM;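 active = mean replicate inhibition of at least 70% and a set share of replicates each scoring 70 or more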;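 note: 0% = median of neutral control wells and 100% = median of positive control wells; values of inactives mirror those of a sister screen read the other way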
PvdQ inh: P. aeruginosa PvdQ acylase inhibition; purified PvdQ acylase, fluorescence plate reader; inhibition, % at 10 µM; 340,000 tested, 0.063% active; AID 488965; in the data active = inhibition above about 30%, passing the limit was not always enough;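 note: 0% = vehicle neutral wells and 100% = reference inhibitor wells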
SR-BI uptake up: activators of SR-BI mediated HDL lipid uptake | CHO ldlA[mSR-BI] cells, DiI-HDL uptake fluorescence, 3 h; 100 = double the neutral-control signal | activation, % at 12.5 µM | 320,000 tested, 0.096% active | AID 504775;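 active = mean replicate activation of at least 60% and every replicate at or above 60%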;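 note: 0% = median plate neutral-control signal and 100% = twice that signal; values of inactives mirror those of a sister screen read the other way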
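Material – SR-BI-overexpressing, LDLR-lacking CHO cells · Medium – BSA-supplemented, HEPES-buffered Ham's F12, pH 7.4 · Doses – single concentration · Times – compound with DiI-HDL co-incubation, 3 h at 37 °C · Measured by – bottom-read fluorescence, 550/595 nm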
Wnt bcat act: Wnt/beta-catenin pathway activation; Wnt/beta-catenin reporter cell assay, activator, plate reader; activation, % at 9.35 µM; 300,000 tested, 1.2% active; AID 743398; in the data active = activation above about 30%, passing the limit was not always enough;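 note: 0% = neutral control wells and 100% = positive control wells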
Rtt109 HAT inh: blocks Candida albicans Rtt109/Vps75 acetyltransferase activity; Q5AAJ8; purified Rtt109/Vps75, ThioGlo CoA-SH fluorescence, 4 h; inhibition, % at 34.9 µM; 330,000 tested, 0.16% active; AID 540336;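 active = inhibition of at least 50% in every replicate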
Target sequence (Q5AAJ8 whole entry, looked up): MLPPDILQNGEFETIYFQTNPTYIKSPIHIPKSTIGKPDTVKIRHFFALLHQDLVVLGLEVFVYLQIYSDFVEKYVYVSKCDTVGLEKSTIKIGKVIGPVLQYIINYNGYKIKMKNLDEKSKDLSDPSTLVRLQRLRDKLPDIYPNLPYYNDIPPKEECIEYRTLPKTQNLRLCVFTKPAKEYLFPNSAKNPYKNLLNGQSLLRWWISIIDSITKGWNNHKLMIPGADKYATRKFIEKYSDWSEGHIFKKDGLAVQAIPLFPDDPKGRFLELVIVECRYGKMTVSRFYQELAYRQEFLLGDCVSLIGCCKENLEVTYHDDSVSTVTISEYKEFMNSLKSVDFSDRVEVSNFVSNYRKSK
The depositor's hits bear a star; · = not tested or not shown.

molecule	CDK5 inh	dFosB activator	cardiac RTF act	MITF TRPM1 HTS	HTR5A ag	SR-BI DiI inh	PvdQ inh	SR-BI uptake up	Wnt bcat act	Rtt109 HAT inh
C[C@]12C(=O)N(c3ccc(F)cc3)C(=O)N1[C@@H]1c3ccccc3OC[C@@H]1[C@H]2c1ccccc1	-0.7	0	-8	7	4	17	-4	-17	-3	-3
CCCCN1C(=O)C(=O)N(CC(=O)Nc2cccc(C(C)=O)c2)C1=O	0.8	-3	-3	0	-2	-33	-3	33	-2	-11
O=C(NC1CCCC1)c1ccc(Cn2c(=O)[nH]c3ccsc3c2=O)cc1	-0.4	-5	-3	3	2	·	-1	·	2	35
Cc1ccc(S(=O)(=O)c2cc3c(=O)n4cccc(C)c4nc3n(C3CCCCC3)c2=N)cc1	3.0	1	2	-2	2	·	-2	·	·	-4
CCOC(=O)c1oc2nc(C(C)C)c3c(c2c1N)CC(C)(C)OC3	0.5	-3	3	-1	1	-7	-35	7	1	6
CSc1ccccc1NC(=O)c1onc(C)c1Cl	-0.3	0	-6	·	0	19	-4	-19	-2	-14
CCCC(=O)c1ccc(N2CCOCC2)c(F)c1	-2.0	-2	-5	10	-3	-3	10	3	·	2
O=S(=O)(Nc1cccc2cn[nH]c12)c1ccc(F)cc1	0.6	2	2	1	-3	-7	-5	7	·	7
Nc1nc(NC(=O)CCC(=O)O)nn1-c1ccccc1	1.6	-1	-1	5	-2	-14	-2	14	1	-7
CCOC(=O)N1CCN(C(=O)CNC(=O)c2nn(-c3ccc(OC)c(OC)c3)c(=O)c3ccccc23)CC1	1.2	-4	-6	0	-2	18	-10	-18	0	-15
Cc1ccc(NC(=O)NN2CCN(C)CC2)cc1C	1.3	-9	-1	7	-4	-8	-12	8	0	-5
COc1ccccc1CNC(=O)C1(NC(=O)Nc2ccc(C)cc2)CCCCC1	-0.4	0	1	2	7	-10	11	10	-1	·
COc1cc2[nH]c(C(=O)N3CCc4ccccc43)cc2c(OC)c1OC	-2.7	-12	3	43	0	·	-10	·	19	0
O=C(CN1CCN(C(=O)c2ccccc2F)CC1)Nc1ccc(Br)cc1	-1.5	-5	-3	-14	-3	-3	-9	3	·	5
Cc1nn(CCCC(=O)NCCCN2CCN(C)CC2)c(=O)c2c1sc1ccccc12	-1.4	-17	-4	-3	6	8	-6	-8	3	-1
Cc1cnc(C(=O)Nc2ccc(C)c(S(=O)(=O)N(C)C)c2)cn1	1.8	-10	6	0	2	-8	6	8	0	-10
COc1ccc(CNc2nc3nc(C)c(Cl)c(=O)n3[nH]2)cc1	2.7	1	8	5	1	-13	-13	13	4	4
Cc1ccc(S(=O)(=O)NOCc2ccccc2)cc1	0.4	-3	-5	4	-4	-12	-12	12	-1	-1
CCCC[n+]1c2ccccc2cc2ccccc21	2.0	-8	-3	-13	-4	49	-11	-49	2	-1
C=CCSc1nnc2nc3c(nn12)c1cc(C)ccc1n3CC=C	0.6	-10	-8	-7	-1	15	-13	-15	·	-2
COc1ccc(N2CCN(C(=O)COC(=O)COc3cc(C)cc(C)c3)CC2)cc1	-0.6	-8	2	4	0	-2	-10	2	-1	0
CC(C)c1ccc(NC(=O)CN2C(=O)NC3(CCCCCCC3)C2=O)cc1	-0.8	-11	-4	19	1	0	-10	0	5	-14
NC(=O)CSC1=Nc2ccccc2C2=NC(CCC(=O)NCc3ccc(F)cc3)C(=O)N12 (stereo not drawn)	0.4	1	4	·	-4	-12	5	12	-5	-2
CCCCC(c1nnnn1CC1CCCO1)N1CCN(c2nc3ccccc3s2)CC1 (stereo not drawn)	-2.0	2	2	·	-5	-4	-1	4	-2	1
COc1ccc(C2C(C(C)=O)=C(O)C(=O)N2c2nccs2)cc1 (stereo not drawn)	-1.4	7	-2	-4	1	-22	-3	22	1	3
COc1ccc(OC)c(N(CC(=O)NCc2ccccn2)S(C)(=O)=O)c1	-0.1	-9	2	·	7	-16	0	16	6	-3
CCOc1ccc(C(=O)NC2CCN(CC(=O)NCc3cccs3)CC2)cc1	1.1	-14	1	15	-4	0	-9	0	-2	-2
O=C(CNC(=O)c1cccs1)N/N=C/c1ccco1	-1.9	-2	3	11	0	-17	-6	17	-2	-10
COC(=O)c1ccc(=O)n(-c2ccc(OC)cc2)c1	-1.1	-2	1	9	-2	-10	1	10	·	-2
COc1ccc(OC)c(NC(=O)c2c(NC(=O)CNCc3ccco3)sc3c2CCC3)c1	-0.4	4	-2	-3	7	-5	-4	5	·	-2
COc1ccc(NS(=O)(=O)c2ccc(C)c(C(=O)NNC(=O)c3ccccc3O)c2)cc1	0.3	-11	-7	-12	-2	97*	-6	-97	-3	3
CCCn1c(SCC(=O)NCCc2ccccc2)nnc1C(C)C	-0.6	-1	5	-2	3	2	-7	-2	1	8
COc1ccc(OC)c(CN2CCN(C(=O)c3cccc4ccccc34)CC2)c1	0.1	-14	-2	4	3	-4	-8	4	·	-7
O=C(C[n+]1cccc2ccccc21)c1ccc([N+](=O)[O-])cc1	0.5	1	0	-61	0	0	1	0	0	-3
O=C(CCC1CCCC1)Nc1nnc(-c2ccc3c(c2)OCO3)s1	-0.8	-4	1	-17	-2	·	-10	·	·	0
O=C(c1cc[n+]([O-])cc1)N1CCc2c([nH]c3ccccc23)C1c1ccccc1Cl (stereo not drawn)	-1.1	-11	·	8	·	10	-18	-10	·	5
O=C1N[C@@H](Cc2cn(S(=O)(=O)c3ccc([N+](=O)[O-])cc3)c3ccccc23)C(=O)N[C@H]1Cc1ccccc1	-2.3	4	1	-23	9	-38	3	38	-3	4
O=C(Nc1nc2c(s1)CCCC2)c1ccc(Br)o1	-1.4	1	4	5	-1	18	-11	-18	·	11
Cc1noc(C)c1C(=O)Nc1nc2ccc(F)cc2s1	1.4	-8	3	66	7	15	4	-15	59*	9
Cc1ccc(-c2nc(C)sc2CC(=O)OCC(=O)Nc2ccc(F)c(Cl)c2)cc1	-1.2	-8	1	7	-1	27	10	-27	4	5
N#CCC(=O)Nc1ccc(C(=O)OCC(=O)N(C2CCCCC2)C2CCCCC2)cc1	-0.8	-20	0	-4	3	28	-7	-28	-3	-1
c1cncc(Oc2cccc(Oc3cccnc3)c2)c1	-0.6	-2	0	29	-2	3	-5	-3	·	-8
O=C(Nc1cccnc1)c1ccc(NC(=O)c2ccco2)cc1	-0.4	-13	6	17	3	10	-12	-10	4	-5
CCC(C)NC(=O)[C@@H]1CCCN1C(=O)C1CCN(S(=O)(=O)c2ccc(C)cc2)CC1 (stereo partly drawn)	0.6	-6	-2	2	1	13	-2	-13	1	-1
CN(Cc1ccccc1)C(=O)c1nn2cccnc2c1Cl	-3.3	-2	12	13	3	-12	-21	12	-11	-34
Cc1ccc(CNc2nc3ccc(C)cc3n3cnnc23)cc1	0.6	8	2	·	2	-26	-2	26	-1	-5
COc1ccc(NC(=O)CCn2c(=S)[nH]c3ccccc3c2=O)cc1	-0.2	8	-2	4	0	8	2	-8	-4	-3
Fc1ccc2c(c1)C(c1ccncc1)=NNC(c1ccc(Cl)cc1)=N2	0.2	-11	-1	·	-3	25	10	-25	·	·
COc1ccc(OC)c(N/C=C/C(=O)c2ccc(OC)c(OC)c2)c1	1.5	-1	3	·	2	68	12	-68	0	-2
CCOCc1nnc(NC(=O)C2CCN(C(=O)C3CC(=O)N(c4ccc(C)cc4)C3)CC2)s1 (stereo not drawn)	-1.0	-10	0	-9	2	·	-10	·	19	-5

Continued:
molecule	CDK5 inh	dFosB activator	cardiac RTF act	MITF TRPM1 HTS	HTR5A ag	SR-BI DiI inh	PvdQ inh	SR-BI uptake up	Wnt bcat act	Rtt109 HAT inh
CCn1c(SCC(=O)NCc2ccc3c(c2)OCO3)nnc1-c1ccco1	0.0	-5	0	-4	0	-3	10	3	1	20
Cc1ccc(NC(=O)COC(=O)c2cc(Cl)cc(Cl)c2)c(Br)c1	-0.7	-1	3	1	0	6	8	-6	·	-5
NC(=O)CSc1nc(-c2ccccc2Cl)ns1	1.4	3	-4	45	-4	-8	1	8	·	-11
Cc1cc(C(=O)CSc2n[nH]c(N)n2)c(C)n1-c1ccc(F)cc1	0.5	-9	2	50	-9	22	-7	-22	28	11
O=C(Nc1ccc(Cl)c(C(F)(F)F)c1)[C@@H]1CC=C[C@@H]2CCN(C3CCCCC3)C(=O)[C@@H]21	-9.7	-2	5	5	1	-19	1	19	-1	2
Cn1c(=O)oc2cc(S(=O)(=O)NCCC(=O)N3CC=C(c4ccccc4)CC3)ccc21	3.0	1	-2	-3	5	-4	-11	4	-5	-3
CN(CC(=O)Nc1ccc(F)cc1)C(=O)c1ccncc1	-0.9	-10	-3	2	3	-12	-11	12	1	-7
CCOC(=O)C(CCCOc1cccc(OC)c1)C(=O)OCC	-0.9	5	-1	9	3	10	2	-10	·	-21
Cc1onc(-c2c(F)cccc2Cl)c1C(=O)NCCCN1CCOCC1	0.6	-5	2	12	-2	4	-15	-4	1	3
O=C(CN1CCOCC1)N1CCN(c2ccc([N+](=O)[O-])cc2)CC1	-2.3	2	1	15	-1	-4	-5	4	0	3
O=C(Cn1cnc2c(cnn2-c2ccccc2)c1=O)N1CCOCC1	-1.1	-9	-1	3	3	2	-15	-2	-3	-18
Cc1cnc(C(=O)NCc2ccc(Cl)cc2Cl)cn1	-1.0	-15	11	13	-2	-4	-12	4	-1	-1
COc1ccccc1-n1cc2ccc([N+](=O)[O-])cc2n1	-0.4	-1	-6	59	-2	13	7	-13	18	0
CCNC(=O)c1cc2ccccc2o1	1.6	-1	-3	25	-2	8	-5	-8	·	0
O=C(CCCn1c(=O)[nH]c2ccsc2c1=O)Nc1ccc(F)cc1	0.0	-5	-2	1	1	·	-4	·	0	-3
CCOC(=O)C1=C(N)N2C(=O)C(C)SC2=C(C(=O)OC)C1c1ccccc1OC (stereo not drawn)	-1.2	-12	-6	-6	-2	-27	0	27	·	8
COc1ccc(NC(=O)COC(=O)C2CCN(S(=O)(=O)c3cccs3)CC2)cc1OC	0.3	-6	-4	5	1	41	-6	-41	-1	-2
CCOC(=O)CNC(=O)CSc1nc(NCc2ccccc2)nc(N(C)C)n1	-1.9	-4	-1	-13	4	-6	-12	6	-2	-6
O=c1c(-c2ccc(O)cc2)coc2cc(O)ccc12	2.2	-6	6	71	-3	7	-3	-7	29	1
O=C(NCc1ccco1)C1CC(c2ccc(F)cc2)=NO1 (stereo not drawn)	0.0	-6	0	4	0	-4	7	4	16	7
COc1ccc(CCNc2nc(Cl)nc(NC(C)(C)CO)n2)cc1OC	-0.2	-6	7	·	4	-27	-28	27	1	0

2 of the compounds above, with values under each structure:
Every second line gives: CDK5 inh	dFosB activator	cardiac RTF act	MITF TRPM1 HTS	HTR5A ag	SR-BI DiI inh	PvdQ inh	SR-BI uptake up	Wnt bcat act	Rtt109 HAT inh
> Cc1ccc(S(=O)(=O)c2cc3c(=O)n4cccc(C)c4nc3n(C3CCCCC3)c2=N)cc1
  3.0	1	2	-2	2	·	-2	·	·	-4
> CCOC(=O)c1oc2nc(C(C)C)c3c(c2c1N)CC(C)(C)OC3
  0.5	-3	3	-1	1	-7	-35	7	1	6
